SUMO HTRF inh: inhibitors of human SUMOylation (UBC9) | P63279 | HTRF SUMOylation assay, SAE1/SAE2 + UBC9, in vitro | inhibition, % at 35 µM | AID 2006 | actives 0.36% (n = 290,000); in the data active means inhibition above about 50%, passing the limit was not always enough; further: strong numbers were not always called active
Target sequence (P63279 whole entry, looked up): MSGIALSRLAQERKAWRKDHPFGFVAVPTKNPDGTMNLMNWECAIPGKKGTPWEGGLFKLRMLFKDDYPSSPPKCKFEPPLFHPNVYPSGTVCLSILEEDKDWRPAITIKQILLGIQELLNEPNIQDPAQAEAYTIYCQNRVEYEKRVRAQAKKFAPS
GalR3 antag: antagonists of human GalR3 | actives 0.44% (n = 360,000) | HEK293 GalR3-CNG cAMP membrane potential fluorescence; galR3 body fused to GalR1 C-terminus | AID 651719 | O60755 | inhibition, % at 3 µM;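 active means inhibition above the screen-wide average plus 3 SD, cut at about 13% in these data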;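 further: forskolin and galanin both at EC90 stimulate the cells; cAMP rise reported by CNG channel membrane potential dye signal; 0% = forskolin plus galanin with DMSO and 100% = forskolin alone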
Target sequence (O60755 1-299 limits assumed): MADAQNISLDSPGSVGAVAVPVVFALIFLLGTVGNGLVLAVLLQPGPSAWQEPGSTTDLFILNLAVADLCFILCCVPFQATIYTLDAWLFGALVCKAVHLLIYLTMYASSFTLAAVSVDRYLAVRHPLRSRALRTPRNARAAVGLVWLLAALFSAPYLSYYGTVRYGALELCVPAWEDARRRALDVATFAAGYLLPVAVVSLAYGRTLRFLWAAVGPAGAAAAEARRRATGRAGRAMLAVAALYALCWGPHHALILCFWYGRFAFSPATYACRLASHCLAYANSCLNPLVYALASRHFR
CRFBP-R2 agonist: agonists of human CRF-binding protein/CRF-R2 receptor complex; HEK293 CRF-R2/CRF-BP, calcium dye fluorescence (FLIPR); percent of saturating CRF peptide response; activation, % at 13.2 µM; actives 0.46% (n = 350,000); AID 588473;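 active means activation of at least 50%, plus an integration ratio under a set limit after plate pattern correction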;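 further: plate controls were neutral control wells without compound for no effect and CRF at EC100 for full effect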
CRFR2-BP antag: CRF-BP/CRF-R2 complex antagonism. HEK293 CRF-R2/CRF-BP, CRF-induced calcium fluorescence. inhibition, % at 11.8 µM. actives 0.59% (n = 350,000). AID 588475;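 active means inhibition of the ligand-induced calcium signal above about 50% at the single tested concentration, limit read from the data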
MEKK2 mut-MEK5: signal of MEK5 binding to mutant human MEKK2 PB1 domain. percent response, % at 10 µM. bead flow cytometry, Alexa488-MEK5 binding to MEKK2 mutant. actives 0.35% (n = 290,000); in the data active means percent response above about 24%, passing the limit was not always enough; further: inactives centre near 1; some results filed as inactive read as strong as hits
FID counter: displaces DNA intercalator in HCV helicase counter-screen. DNA fluorescent intercalator displacement, fluorescence. inhibition, % at 7.9 µM. actives 0.17% (n = 290,000); in the data active means inhibition above about 37%;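 further: 0% = vehicle and 100% = reference compound; higher means more ethidium bromide displaced from hairpin DNA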
MEKK2wt PB1 HTS: raises or lowers MEK5 binding to wildtype human MEKK2 PB1 domain; Q9Y2U5; bead flow cytometry, Alexa488-MEK5 binding to MEKK2 WT; actives lie on both sides; binding response (% of control), % at 10 µM; actives 1.1% (n = 290,000); AID 1531; in the data active means binding response below about 67% or above about 130%
MEKK3 PB1 HTS: MEKK3-MEK5 PB1 interaction, increase or decrease. Q99759. bead-based flow cytometry, Alexa488-MEK5 binding to MEKK3; actives lie on both sides; 0 = blocked by unlabeled MEK5, 100 = vehicle. binding response (% of control), % at 10 µM. actives 1.4% (n = 290,000);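 active means binding response more than 3 SD above or below the average of its plate-row segment, actives on both sides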;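 further: Alexa488 bead fluorescence after subtracting the streptavidin-only scavenger bead signal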
Target sequence (Q99759 whole entry, looked up): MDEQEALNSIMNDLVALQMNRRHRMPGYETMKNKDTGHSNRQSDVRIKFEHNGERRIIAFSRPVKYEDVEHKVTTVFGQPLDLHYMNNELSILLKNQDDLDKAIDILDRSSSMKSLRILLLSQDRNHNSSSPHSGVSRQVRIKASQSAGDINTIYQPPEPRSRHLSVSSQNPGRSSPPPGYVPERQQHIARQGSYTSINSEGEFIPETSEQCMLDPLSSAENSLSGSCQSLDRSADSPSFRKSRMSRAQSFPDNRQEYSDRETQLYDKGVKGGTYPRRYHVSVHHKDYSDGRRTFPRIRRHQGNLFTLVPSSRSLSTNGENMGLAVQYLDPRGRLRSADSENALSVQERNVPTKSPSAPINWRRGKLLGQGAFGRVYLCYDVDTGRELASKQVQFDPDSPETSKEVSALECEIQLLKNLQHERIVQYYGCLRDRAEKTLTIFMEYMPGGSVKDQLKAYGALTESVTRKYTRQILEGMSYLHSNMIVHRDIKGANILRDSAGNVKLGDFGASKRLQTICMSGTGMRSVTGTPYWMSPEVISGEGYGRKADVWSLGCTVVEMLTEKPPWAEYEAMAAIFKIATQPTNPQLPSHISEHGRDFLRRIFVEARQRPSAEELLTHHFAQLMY
HCV NS3 hel inh: blocks Hepatitis C virus NS3 helicase unwinding | NS3 helicase DNA unwinding, Cy5 molecular beacon fluorescence | inhibition, % at 10.9 µM | actives 0.56% (n = 290,000);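 active means inhibition above the mean of all tested compounds plus 3 SD, set per campaign, cut at about 35% in these data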;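 further: 0% = DMSO wells and 100% = thioflavine S control wells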
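System: NS3 helicase fragment of HCV / Schedule: 1 h at 25 °C / Control set: DMSO alone as 0% and 110 µM thioflavine S as 100% / Reagent: Cy5/quencher beacon DNA duplex and ATP to start / Technique: Cy5 fluorescence / Replication: singlicate / Evaluation: % inhibition of end-to-start signal ratio versus controls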
Starred values were filed as active, the others as inactive; · = not tested or not shown.

SMILES	SUMO HTRF inh	GalR3 antag	CRFBP-R2 agonist	CRFR2-BP antag	MEKK2 mut-MEK5	FID counter	MEKK2wt PB1 HTS	MEKK3 PB1 HTS	HCV NS3 hel inh
Cc1cccn2c(=O)c3cc(C(=O)NCC4CCCO4)c(=N)n(Cc4ccc(F)cc4)c3nc12 (centres undefined)	21	-1	3.5	-3	-1	7	99	97	-4
COc1ccccc1/C=N/n1c(N)c(S(=O)(=O)c2cccs2)c2nc3ccccc3nc21	8	-6	-0.1	5	-4	0	92	99	3
Cc1ccc(S(=O)(=O)N2CCCC2C(=O)Nc2nc3c(s2)CCCC3)cc1 (centres undefined)	6	-2	-3.3	-43	18	-29	114	105	-1
COC(=O)CNC(=O)c1ccccc1C	-6	-1	-1.8	-22	6	-3	104	101	-1
Cc1nn(-c2ccc(N3CCOCC3)nn2)c(C)c1CCC(=O)NCc1ccc(F)cc1	10	-8	0.9	-12	3	-33	108	105	0
CC(C)COc1ccc(C(=O)N(Cc2ccco2)C2CCS(=O)(=O)C2)cc1 (centres undefined)	9	-3	-1.6	15	3	-20	101	100	-8
S=C(c1ccc(-c2ccc(Br)cc2)o1)N1CCOCC1	1	0	1.1	-5	-17	-9	97	93	5
CCOC(=O)Cn1c(=O)oc2cc(S(=O)(=O)N(C)Cc3ccccc3)ccc21	31	-5	-0.1	2	8	-12	103	109	8
Cc1ccc(C)c(Nc2nc(N)c3ccccc3n2)c1	10	-6	-0.3	-11	5	8	108	100	-3
FC(F)Sc1ccc(NC(=S)N2CCN(c3ccccn3)CC2)cc1	1	-4	-0.3	10	-2	-13	101	98	-13
CC(c1ccccc1)N1CC(C(=O)N2CCN(c3ccc(F)cc3)CC2)CC1=O (centres undefined)	-9	-6	1.1	0	12	-36	109	110	-3
O=C(Nc1ccc(F)cc1F)NC1CC(=O)N(Cc2ccccc2)C1 (centres undefined)	5	-3	2.0	-7	7	-11	107	106	0
O=C(c1cccc([N+](=O)[O-])c1)N1CCCN(C(=O)c2cccc([N+](=O)[O-])c2)CC1	3	-6	-2.1	13	-2	-2	96	95	-1
Cc1ccccc1Cn1nc(C)c(NC(=O)c2sc3ccccc3c2Cl)c1C	12	-6	0.7	17	-7	-33	81	83	-9
Cc1occc1C(=O)Nc1ccc2c(c1)OCCO2	20	-4	-0.6	1	1	-4	101	102	-3
Cc1cccc(C)c1OCC(=O)N/N=C/c1cccn1C	5	-6	0.8	23	0	-14	100	93	9
O=C(CCN1C(=O)C2(OCCO2)c2ccccc21)c1ccccc1	-30	0	3.3	-13	13	-14	98	97	2
Cc1nc(-c2ccc(Br)cc2)ccc1C(=O)O	-8	2	-1.0	7	-2	1	101	99	3
CCN(CC)CCN1C(=O)C(O)=C(C(C)=O)C1c1ccc(OC)c(OC)c1 (centres undefined)	8	5	-0.9	-9	4	-5	99	102	-4
Cc1cccc(-n2cc(CNCCc3nc(C)cc(C)n3)c(-c3cccc(F)c3)n2)c1	1	-4	2.2	-19	1	14	121	101	-63
O=C(NCc1ccco1)c1ccc2c(c1)CCO2	7	7	-0.4	-5	5	-1	98	101	16
Cc1nn(Cc2ccccc2)c(C)c1NC(=O)CSc1nc(-c2ccccc2)nc2c1cnn2-c1ccccc1	27	1	-0.9	5	·	-3	·	·	-2
CC(C)(CO)Nc1nc(N2CCCC2)nc(N2CCCC2)n1	5	4	-5.8	9	1	-7	107	109	-7
CCCN1CCC(Oc2cccc(C(=O)NCCc3ccccc3)c2)CC1	5	-2	2.6	-17	8	13	131	99	-5
COc1ccc(Cn2cnc3c(N)c(C)c(C)cc32)cc1	-5	-6	-1.1	0	-3	-12	102	100	-12
Cc1ccc(OCC(O)CN2CC3(C)CC2CC(C)(C)C3)cc1 (centres undefined)	-2	-5	-2.6	-5	13	6	116	101	-8
Cc1ccc2c(c1)[C@H]1OCC[C@H]1[C@@H](c1ccncc1)N2	22	-5	-3.2	-7	-11	-1	96	89	1
COc1cc(C(=O)NNC2=CC(=O)CC(C)(C)C2)cc(OC)c1OC	-4	5	0.4	12	0	-6	97	120	2
COC(=O)c1cc(OC)c(OC)cc1NC(=O)CCCCCN1C(=O)CCC1=O	19	-1	-1.1	-8	6	-29	103	104	-2
CCCCn1c(=O)nc2n(-c3ccc(Cl)cc3)c3ccccc3cc-2c1=O	2	6	27	15	0	-5	97	101	7
Cc1ccc(S(=O)(=O)N2CCN(C(=O)c3cccs3)CC2)cc1C	15	-5	-1.1	18	-2	-22	98	110	-11
O=C(CN1C(=O)c2ccccc2C1=O)NCc1ccc(F)cc1	5	-9	-3.6	12	11	-1	107	106	10
Cc1ccc(Cn2cc(SCC(N)=O)c3ccccc32)cc1	16	·	-1.7	-26	0	-6	103	112	-9
COc1ccc(-c2nc(CS(=O)CC(=O)NCc3ccc4c(c3)OCO4)c(C)o2)cc1 (centres undefined)	3	·	2.8	19	5	-29	103	104	-1
CCCC(c1nnnn1Cc1ccc(F)cc1)N1CCN(CC)CC1 (centres undefined)	-2	0	0.6	10	4	3	109	103	5
CCC(OC(=O)c1ccco1)C(=O)NCc1ccc(C)cc1 (centres undefined)	10	-6	0.9	2	1	-3	102	102	-7
CC(Oc1ccccc1)C(=O)NC1CCCCCCC1 (centres undefined)	-20	-3	-0.4	-4	2	-38	104	102	-17
CN(C)S(=O)(=O)N(CC(=O)Nc1ccc(F)c(F)c1)c1ccccc1	5	-8	1.7	-13	8	-2	99	98	-5
CC1CCCCN1CC(O)COCc1ccccc1 (centres undefined)	3	-11	2.3	0	-7	7	96	94	24
COc1ccc(OC)c(NC(=O)CCN2CCN(CCO)CC2)c1	5	-11	-0.5	5	9	-2	108	103	2
O=C(Nc1nnc(CC(=O)N2CCOCC2)s1)c1cccs1	17	-4	-0.3	-3	3	-1	103	99	9
C=CCn1c(N)c(C(=O)OCC)sc1=S	0	-4	1.7	-2	-2	6	102	99	-5
CCCn1c(SCC(=O)NCc2cccs2)nc2c1c(=O)n(C)c(=O)n2C	8	-6	-0.1	7	-2	-3	101	102	-8
COc1cc(OC)c(C(=O)O/N=C(\N)c2ccccc2)cc1OC	11	-2	-0.2	2	1	-11	103	102	5
O=C(/C=C/c1ccc2c(c1)OCO2)NCCCN1CCOCC1	2	-11	-0.7	1	0	3	104	106	-4
Cc1nnsc1C(=O)N1CCCC(Nc2ccc(C(C)C)cc2)C1 (centres undefined)	13	-8	-0.9	18	0	-15	97	97	2
CCc1ccc(NC(=O)C(CC)c2ccccc2)cc1 (centres undefined)	-10	-7	60*	-65	0	-9	95	100	-9
O=C1NC(=O)/C(=C\c2ccc(O)cc2O)S1	38	-7	2.5	6	-14	-1	82	86	7

5 of these compounds, reformatted:
The line under a structure holds: SUMO HTRF inh | GalR3 antag | CRFBP-R2 agonist | CRFR2-BP antag | MEKK2 mut-MEK5 | FID counter | MEKK2wt PB1 HTS | MEKK3 PB1 HTS | HCV NS3 hel inh
O=C(/C=C/c1ccc2c(c1)OCO2)NCCCN1CCOCC1
    2 | -11 | -0.7 | 1 | 0 | 3 | 104 | 106 | -4
O=C1NC(=O)/C(=C\c2ccc(O)cc2O)S1
    38 | -7 | 2.5 | 6 | -14 | -1 | 82 | 86 | 7
CCc1ccc(NC(=O)C(CC)c2ccccc2)cc1 (centres undefined)
    -10 | -7 | 60* | -65 | 0 | -9 | 95 | 100 | -9
CN(C)S(=O)(=O)N(CC(=O)Nc1ccc(F)c(F)c1)c1ccccc1
    5 | -8 | 1.7 | -13 | 8 | -2 | 99 | 98 | -5
Cc1nnsc1C(=O)N1CCCC(Nc2ccc(C(C)C)cc2)C1 (centres undefined)
    13 | -8 | -0.9 | 18 | 0 | -15 | 97 | 97 | 2

Reprinted from above for reference:
SMILES	SUMO HTRF inh	GalR3 antag	CRFBP-R2 agonist	CRFR2-BP antag	MEKK2 mut-MEK5	FID counter	MEKK2wt PB1 HTS	MEKK3 PB1 HTS	HCV NS3 hel inh
CN(C)S(=O)(=O)N(CC(=O)Nc1ccc(F)c(F)c1)c1ccccc1	5	-8	1.7	-13	8	-2	99	98	-5
CC1CCCCN1CC(O)COCc1ccccc1 (centres undefined)	3	-11	2.3	0	-7	7	96	94	24

Continuation.
SMILES	SUMO HTRF inh	GalR3 antag	CRFBP-R2 agonist	CRFR2-BP antag	MEKK2 mut-MEK5	FID counter	MEKK2wt PB1 HTS	MEKK3 PB1 HTS	HCV NS3 hel inh
CC(=O)N1CCc2cc(S(=O)(=O)NC(CC(C)C)C(=O)N3CCc4ccccc4C3)ccc21 (centres undefined)	2	-2	-0.8	-32	-1	-20	99	103	-5
O=C(COc1ccccc1)Nc1cccc2nsnc12	29	0	-0.4	-5	2	1	97	97	-1
COc1ccc(-c2cccc(C3CC=CC4C3C(=O)N(Cc3ccccc3)C4c3ccc4ccccc4c3)c2)cc1 (centres undefined)	1	5	1.6	-7	-6	·	93	95	·
COC(=O)N1c2ccccc2CCc2ccccc21	-10	-10	-1.1	26	1	-10	103	100	7
CC(NC(=S)NCCN1CCOCC1)C12CC3CC(CC(C3)C1)C2 (centres undefined)	1	1	0.1	-18	2	13	104	106	-9
Cc1onc(-c2ccccc2)c1C(=O)Nc1nnc(-c2ccncc2)s1	8	-2	0.3	5	2	-22	106	103	0
Cc1cccc(OCC(=O)O/N=C(\N)c2ccc(Br)cc2)c1	13	-4	7.1	-5	0	-2	101	100	-2
O=C(NC(=S)Nc1ccc(Cl)cc1Cl)C1CC1	2	-3	1.3	6	-3	-2	99	100	-6
Cc1c(C)n(C)c2ccc(C(=O)NCCCN3CCN(c4ccc(F)cc4)CC3)cc12	7	0	3.2	-13	7	22	134*	98	-35
NC(=O)CC(NC(=O)Cc1ccc(Cl)cc1)c1ccc(NCCOc2ccccc2)c([N+](=O)[O-])c1 (centres undefined)	5	-8	-2.3	9	-5	-6	95	101	11
Cc1ccc(S(=O)(=O)N(C)c2nc3ccccc3[nH]c2=S)cc1	-13	-6	0.5	-1	-2	6	95	104	8
CC[C@H](C)[C@H](NC(N)=O)C(=O)Nc1ccc(S(=O)(=O)NC(C)C)cc1	-18	-6	4.4	-10	4	-8	99	97	0
Cc1ccc(NC(=O)C2CCN(S(=O)(=O)c3cccc4nonc34)CC2)cc1	23	-7	-1.7	-2	1	-13	91	98	-5
Cc1ccc(NC(=O)CSc2ccccn2)cc1S(=O)(=O)N1CCOCC1	7	-4	-3.7	14	-4	-16	96	100	2
CC(C)(C)c1ccc(C(=O)NCCOc2ccccc2)cc1	18	-5	0.6	7	9	-28	102	104	-7
COc1ccc(CCn2nnnc2C(C(C)C)N2CCC(C(N)=O)CC2)cc1OC (centres undefined)	6	4	0.1	3	14	-6	109	105	-7
O=C(Nc1c2c(nn1-c1ccccc1)CS(=O)(=O)C2)c1ccccc1Br	2	-4	-0.9	-4	-1	-6	98	97	-3
CCOC(=O)c1c(NC(=O)COc2ncnc3ccccc23)sc(C(C)=O)c1C	2	-2	-2.3	1	-1	-6	95	95	7
Cc1nnc(N2CCOCC2)c2nn(-c3cccc(Cl)c3)c(C)c12	-8	4	-0.9	2	85*	-2	80	122	-5
COc1ccc(N2C(=O)CCC(C(=O)N3CCC(C(N)=O)CC3)C2c2ccc(F)cc2)cc1 (centres undefined)	-18	-3	0.2	-11	1	-7	100	98	0
COc1ccc(N(CC(=O)NCCSC2CCCCC2)S(=O)(=O)c2ccccc2)cc1OC	10	-4	2.0	-5	2	-52	100	95	-4
Cc1ccc(NC(=O)C2CCCN(S(=O)(=O)c3cccnc3)C2)c(C)c1 (centres undefined)	-8	-7	0.1	-4	-3	-17	98	100	14
Cc1cc2nc(-c3ccc(=O)[nH]c3)n(C)c2cc1C	24	-10	-1.2	3	-1	-10	100	98	4
COc1ccc(NC(=S)N/N=C/c2cccn2Cc2ccccc2F)cc1	6	3	-1.7	10	-5	-7	93	105	-5

Some of the compounds tested; count on the stated rates, not on these rows.
